High-throughput results from PubChem.
S2 tox – Viability Counterscreen for Primary qHTS for Inhibitors of ATXN expression; S2 cells (HEK-293 line with an ATXN2-luciferase reporter) viability, CellTiter-Fluor protease fluorescence, 24 h; 0.49% of 400,000 active; Potency, µM (series often up to 56.7 µM), hits mostly cytotoxic; further: potency means the concentration at half of the fitted maximal effect; nearly all actives have a fitted effect of over 40% in size
EPAC2 agonist – qHTS for Agonist of cAMP-regulated guanine nucleotide exchange factor 4 (EPAC2): primary screen | Rap guanine nucleotide exchange factor 4 (Homo sapiens), Q8WZA2 | EPAC2 activation, biochemical qHTS; response scale: 100% = 6.5 mM cAMP response | Potency, µM (series often up to 154 µM), inactives show at the top dose activation, usual class: activators | 0.079% of 360,000 active; further: potency means the concentration at half of the fitted maximal effect; nearly all actives have a fitted effect of over 50% in size
Target sequence (Q8WZA2 whole entry, looked up): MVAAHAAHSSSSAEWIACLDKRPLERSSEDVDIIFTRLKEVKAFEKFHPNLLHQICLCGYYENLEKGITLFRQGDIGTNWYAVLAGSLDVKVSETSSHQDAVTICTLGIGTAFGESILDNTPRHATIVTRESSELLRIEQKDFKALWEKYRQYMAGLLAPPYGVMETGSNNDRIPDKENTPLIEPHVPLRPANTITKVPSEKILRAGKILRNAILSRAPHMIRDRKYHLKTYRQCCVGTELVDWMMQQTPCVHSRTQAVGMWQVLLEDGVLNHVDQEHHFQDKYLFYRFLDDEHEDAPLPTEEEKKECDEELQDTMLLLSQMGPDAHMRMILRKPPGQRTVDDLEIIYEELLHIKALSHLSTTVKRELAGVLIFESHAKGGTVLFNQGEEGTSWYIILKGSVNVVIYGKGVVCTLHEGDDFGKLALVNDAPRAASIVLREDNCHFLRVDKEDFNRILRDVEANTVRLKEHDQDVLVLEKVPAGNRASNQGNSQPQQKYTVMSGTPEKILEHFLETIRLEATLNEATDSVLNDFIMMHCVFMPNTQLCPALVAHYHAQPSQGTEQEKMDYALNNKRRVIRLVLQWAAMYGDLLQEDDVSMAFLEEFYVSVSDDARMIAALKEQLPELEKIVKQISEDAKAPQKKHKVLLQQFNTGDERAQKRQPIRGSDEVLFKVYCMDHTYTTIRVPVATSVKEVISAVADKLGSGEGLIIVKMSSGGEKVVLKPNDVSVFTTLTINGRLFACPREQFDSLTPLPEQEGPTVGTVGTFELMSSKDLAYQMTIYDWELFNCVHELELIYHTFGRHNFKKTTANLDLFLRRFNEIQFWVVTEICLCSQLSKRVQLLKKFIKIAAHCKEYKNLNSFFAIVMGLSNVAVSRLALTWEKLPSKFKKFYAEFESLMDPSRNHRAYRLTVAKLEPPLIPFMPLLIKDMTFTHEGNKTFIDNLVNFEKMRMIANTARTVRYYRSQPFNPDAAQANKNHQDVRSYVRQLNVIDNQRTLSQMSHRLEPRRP
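Exchange assay: 100 nM EPAC2 with 250 nM Rap1B-BODIPY-GDP and 50 uM GDP. Fluorescence (ex 480/em 540 nm) read every 5 min for 30 min at room temperature. Data normalized to 6.5 mM cAMP as agonist control.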
Nrf2 ARE act – qHTS of Nrf2 Activators; AREc32 ARE-luciferase reporter (MCF7-derived line), luminescence, 24 h; Potency, µM (doses to about 46.1 µM), inactives show at the top dose activation, actives largely listed as activators; 0.31% of 410,000 active; AID 624171, 2012; further: potency means the concentration at half of the fitted maximal effect; % of control where 0% means no effect; nearly all actives have a fitted effect of over 65% in size
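Luminescent ARE reporter assay in AREc32_Fluc cells: overnight plating at 37 deg C, 24 hr compound incubation, Steady-Glo added, 30 min RT before reading.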
Nrf2 block – Nrf2 qHTS screen for inhibitors; A549 ARE-Fluc reporter, luciferase luminescence, 18-24 h; Potency, µM (doses to about 46 µM), inactives show at the highest dose activity change, negative = inhibition, usual class: inhibitors; 2.1% of 360,000 active; AID 504444, 2011; further: potency means the concentration at half of the fitted maximal effect; on the % scale 0 is the no-effect control and ±100 the full control effect; nearly all actives have a fitted effect of over 60% in size
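Reporter: ARE-Fluc in A549. Exposure: 18-24 h, 37 °C, 5% CO2, 5% FBS OPTI-MEM. Readouts: fluorescent cytotoxicity (CellTiter-Fluor), then luminescent Nrf2 signal after BugLite.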
ATXN2 expr inh – Primary qHTS for Inhibitors of ATXN expression; HEK-293 ATXN2-luciferase reporter, luminescence, 24 h; Potency, µM (highest dose often 57 µM), without a hit: at the highest dose activity change, negative = inhibition, actives largely listed as inhibitors; 0.72% of 360,000 active; AID 1745845, 2022; further: potency means the concentration at half of the fitted maximal effect; on the % scale 0 is the no-effect control and ±100 the full control effect; nearly all actives have a fitted effect of over 55% in size
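ATXN2-luciferase reporter cells (luciferase flanked by upstream and downstream ATXN2 gene portions) were treated 24 h at 37 °C with compounds at up to 57 uM. SteadyGlo luminescence gave expression; GF-AFC fluorescence gave viability.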
A549 tox – Nrf2 qHTS screen for inhibitors: counterscreen for cytotoxicity; A549 ARE-Fluc cells, CellTiter-Fluor viability, 18-24 h; Potency, µM (doses to about 46 µM), inactives show top-dose activity change, negative = cytotoxicity, actives largely listed as inhibitors; 0.16% of 390,000 active; AID 504648, 2011; further: potency means the concentration at half of the fitted maximal effect; on the % scale 0 is the no-effect control and ±100 the full control effect
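Cytotoxicity counterscreen: CellTiter-Fluor fluorescence was measured in A549 ARE_Fluc cells after 18-24 h of compound exposure in a concentration series. The subsequent BugLite luminescent read reports ARE-luciferase activity.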
IL-2 act – qHTS of IL-2 Activators; AID 652025, 2013; IL-2 activation reporter assay, cell-based qHTS; stimulated with anti-CD3/CD4/CD28 beads; in transgenic mouse T cells; activation, % (series mostly up to about 46 µM); 0.065% of 360,000 active; in the data active means activation above about 50%; inconclusive means mostly about 30% to 49%; further: 0% is about no effect
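EGFP and DsRed fluorescence is measured by plate cytometry in unstimulated transgenic mouse T cells exposed to compound for 60 minutes, then stimulated 18 hours at 37 degrees C with anti-CD3/anti-CD4 beads plus anti-CD28.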
HepG2 viability – qHTS for Inhibitors of TGF-b: Cytotox Counterscreen; AID 588856, 2011; HepG2 CAGA-GFP viability, ATP luminescence, 18 h; Potency, µM (doses to about 46.1 µM), without a hit: at the highest dose activity change, negative = cytotoxicity, usual class: cytotoxic; 0.76% of 410,000 active; further: potency means the concentration at half of the fitted maximal effect; some results filed as inactive show a strong effect at the top dose
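HepG2 CAGA-GFP cells (1000/well, DMEM with 1% FBS) received compound, then TGF-beta at 500 pg/mL final, and were incubated 18 hours at 37 degrees C. Viability was read by CellTiter-Glo luminescence. Media-only wells were set as complete cell-killing and DMSO as no toxicity.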
TGFb inhibitor – qHTS for Inhibitors of TGF-b; HepG2 CAGA-GFP TGF-b/SMAD3 reporter, GFP fluorescence, 18 h; TGF-beta stimulated, 500 pg/mL final; Potency, µM (titrated, usually from 46.1 µM), for the others: at the top dose activity, negative = inhibition, usual class: inhibitors; 1.2% of 410,000 active; further: potency means the concentration at half of the fitted maximal effect; on the % scale 0 is the no-effect control and ±100 the full control effect; nearly all actives have a fitted effect of over 65% in size
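First, reporter cells (HEPG2 CAGA-GFP) rested 2 h at 37 degrees C. Next, compounds were pinned in and TGF-beta added to 500 pg/mL final. After 18 h, GFP was imaged per cell and summed per well.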
Active calls of the source: *; i = inactive; ? = inconclusive; nt = no result given; [ ] = another dose, or the depositor's remark. Unless noted, the call rests on the fitted dose curve; in most records, active means well fitted curve in the direction sought with a large enough effect; inconclusive means small, poorly fitted or top-dose-only effect, or another doubt; inactive means no such curve, though single readings can be large; an effect the other way counts as inactive or inconclusive.

entry	SMILES	ATXN2 expr inh	EPAC2 agonist	A549 tox	S2 tox	TGFb inhibitor	Nrf2 block	Nrf2 ARE act	IL-2 act	HepG2 viability
1	CCn1c(SCC(=O)NCC2CCCO2)nnc1-c1ccccc1 (configuration not stated)	4%	11%	3%	i	8%	8%	-0.9%	1.5	17%
2	COc1ccc(/C=N/NC(=O)c2cccc([N+](=O)[O-])c2)cc1O	19%	-6%	3%	i	-27%	5%	8.9%	-0.9	-2%
3	COc1ccc(OC)c(CNC(=O)c2nn(C)c3c2CSc2ccccc2-3)c1	nt	nt	-2%	nt	?	?	-0.5%	nt	-1%
4	CN(C)c1ccc(N=Cc2cccn2C)cc1	-39%	8%	?	i	?	?	-1.2%	-3.0	-65%
5	Cc1cc(=O)oc(C)c1C(=O)Nc1cccc2ccccc12	9%	7%	0%	i	-8%	13%	0.6%	-1.1	8%
6	COc1ccc(C(=O)NCc2nnc(SCC(=O)N3CCCc4ccccc43)o2)cc1OC	-4%	6%	8%	i	1%	-11%	0.0%	-3.1	4%
7	Cc1ccc(S(=O)(=O)N2CCN(C(=O)COC(=O)CCc3ccccc3)CC2)c(C)c1	nt	2%	-1%	i	17%	8%	0.4%	0.6	13%
8	C[C@@H]1CCCCO[C@H](CN(C)Cc2ccc(C(=O)O)cc2)[C@@H](C)CN([C@H](C)CO)C(=O)c2cc(NC(=O)CCC(F)(F)F)ccc2O1	5%	6%	nt	i	2%	nt	-0.2%	-2.9	0%
9	CCC(=O)Nc1cccc(C(=O)c2ccccc2)c1	19%	9%	7%	i	1%	1%	0.2%	0.2	-3%
10	NC(=O)CCC(NC(=O)c1ccc(Cl)cc1)C(=O)O (configuration not stated)	4%[11.3 µM]	-5%	-2%	i	1%	1%	-0.5%	-1.6	3%
11	COc1ccc(CCC(=O)Nc2nnc(C)s2)cc1	21%	14%	4%	i	8%	2%	0.1%	-0.1	-5%
12	CCOC(=O)c1ccccc1-c1csc(NS(=O)(=O)c2ccc(Cl)cc2)n1	-1%	8%	1%	i	-14%	-29%	-0.4%	0.8	-4%
13	COc1ccc(S(=O)(=O)N2CCN(CC(=O)Nc3ccccc3OC)CC2)cc1	2%	6%	2%	i	-2%	3%	0.0%	-3.7	0%
14	O=C(N=Nc1c(O)[nH]c2ccc(Br)cc12)c1cc(-c2cccs2)nc2ccccc12	11µM*	-8%	?	10µM*	-3%	?	0.4%	-3.6	-40%
15	NS(=O)(=O)c1ccc(CNS(=O)(=O)c2cc(Cl)ccc2Cl)cc1	18%	-4%	-9%	i	-13%	-17%	-0.9%	0.6	6%
16	CCOc1ccc(/C=N/NC(=O)c2ccc(O)cc2)cc1CN1CC2CC(C1)c1cccc(=O)n1C2 (configuration not stated)	5%	11%	-11%	i	-1%	-12%	6.4%	0.0	-17%
17	CNC(=S)NC1CC2CCCC(C1)N2Cc1ccc(C)cc1 (configuration not stated)	nt	2%	5%	i	35%[activator]	10%	-0.9%	-0.3	6%
18	CN(Cc1ccnc2ccccc12)C(=O)C1CCC(=O)N(Cc2ccccc2F)C1 (configuration not stated)	8%	2%	-3%	i	2%	-8%	0.5%	0.2	5%
19	Cc1n[nH]c(=O)n1-c1cccc(C(F)(F)F)c1	0%	5%	-5%	i	-3%	9%	-0.5%	-1.4	10%
20	CCCN(CCC)CCNC(=O)C1CCN(Cc2nc(-c3ccc(Cl)cc3)oc2C)CC1	?	3%	?	16µM*	7%	7%	-0.8%	-1.6	-28%
21	CC(=O)N(CC#CCN(C(C)=O)c1ccccc1)c1ccccc1	nt	-3%	nt	?	-5%	nt	1.9%	2.0	-3%
22	COc1ccc(CNc2nc3c(S(=O)(=O)c4ccccc4)nnn3c3ccc(Cl)cc23)cc1	13%	nt	1%	i	-22%	19%	-0.4%	nt	1%
23	Cc1ccc(Cc2c(C(C)(C)C)nc3ccc(Br)cn23)cc1	0%	3%	nt	?	-8%	nt	6.2%	-0.3	-11%
24	O=C1CC(C(F)(F)C(F)(F)C(F)(F)C(F)F)=Nc2ccccc2N1	7%	-5%	0%	i	2%	-9%	0.1%	-1.4	-3%
25	COc1ccc(C(=O)Nc2ccccc2NC(=O)c2ccc(OC)cc2)cc1	nt	4%	-2%	?	-15%	5%	2.0%	-0.1	-8%
26	OC(COc1ccc(CNCCc2ccccc2F)cc1)CN1CCCCC1 (configuration not stated)	nt	12%	1%	?	-1%	1%	-1.7%	-0.2	-39%
27	CCN(CC)c1ccc2c(Nc3ccccc3)c(C=O)c(=O)oc2c1	-21%	18%	?	i	-13%	-28%	0.0%	26	-75%
28	Cc1nn(CCC(=O)NNC(=S)Nc2ccc(Cl)cc2)c(C)c1[N+](=O)[O-]	-2%	-10%	19%	i	1%	26%	0.0%	-0.2	-28%
29	COc1ccc(-c2c[nH]c(=O)[nH]c2=O)cc1OC	4%	-9%	6%	i	0%	-5%	2.8%	-0.5	0%
30	CCOC(=O)c1[nH]c(=S)n(-c2ccccc2)c1C(=O)OCC	nt	6%	nt	i	-14%	nt	0.2%	2.4	-17%
31	Cc1ccccc1C(=O)c1c[nH]c(C(=O)NCc2cccs2)c1	-3%	-5%	-2%	i	16%	-5%	-0.2%	-1.4	1%
32	CN1CCN(c2cnn(-c3ccccc3)c(=O)c2Br)CC1	nt	1%	0%	i	20%	5%	2.7%	-1.8	1%
33	O=C1c2ccccc2C(=O)N1CCn1ccnc1	-17%	10%	-6%	i	2%	5%	-0.1%	0.2	-1%
34	Cc1ccc(S(=O)(=O)Nc2cc(C(=O)NCCN(C)C)ccc2N2CCCCC2)cc1	-10%	3%	-19%	?	33%	5%	2.9%	3.6	-22%
35	COc1cc(C(=O)NCc2nnc(SCC(=O)Nc3ccc4c(c3)OCO4)o2)cc(OC)c1OC	-10%[11.3 µM]	3%	-2%	i	0%	-2%	-0.3%	-2.6	0%
36	COCc1cc(SC2CCCCC2)nc(C)n1	-1%	6%	12%	i	27%	16%	0.3%	0.8	1%
37	Cc1ccc(-c2noc(CCC(=O)Nc3ccc(C)cn3)n2)cc1	-2%	-8%	-7%	i	-3%	nt	0.1%	-0.2	-4%
38	Cc1cc(C)c2cc(C(=O)N3CCc4ccccc4C3)[nH]c2c1	-4%	16%	-2%	i	-6%	3%	4.4%	-4.7	-45%
39	O=C(NCCOc1ccccc1)c1ccccc1SCC(=O)N1CCCC1	-13%	5%	-1%	?	-8%	13%	-0.6%	0.4	-25%
40	CCOc1ccc(Cc2c(O)nc(SC)[nH]c2=O)cc1	nt	8%	nt	i	10%	nt	-1.8%	-1.7	5%
41	CCOC(=O)c1cc2c(=O)n3ccccc3nc2n(C(C)C)c1=NC(=O)c1ccncc1	5%	1%	-1%	i	?	9%	6.7%	-0.9	0%
42	CC1CCN(C(=O)CSCC(=O)Nc2nc(-c3cccs3)cs2)CC1	13%	2%	0%	i	?	8%	14%	-1.5	-25%
43	COc1ccccc1/C=C/C1(C(=O)NC2CCCC2)CC(=O)N1c1ccc(C)cc1 (configuration not stated)	?	9%	-25%	?	?	?	4.6%	-2.4	-13%
44	CC(C)Oc1ccc(C(=O)Nc2cccc(S(=O)(=O)N3CCCC3)c2)cc1	?	10%	-2%	i	-5%	?	5.4%	-0.8	15%
45	COc1ccc(CN2CCN(Cc3ccco3)CC2)c(OC)c1	-20%	6%	2%	i	1%	9%	-0.7%	8.1	-23%
46	Cc1ccc(CN(CC(=O)NCCc2ccccc2)C(=O)c2csnn2)cc1	-4%	1%	-14%	i	14%	-9%	0.3%	0.3	12%
47	COc1ccccc1OCc1nnc(SCC(N)=O)n1-c1ccccc1	nt	0%	-4%	i	12%	-1%	-0.5%	0.3	5%
48	Nc1nonc1-c1nc2ccccc2n1CC(=O)N1CCCCC1	-8%	-6%	-12%	i	-2%	-6%	-0.7%	0.0	31%
49	O=C(CN(C(=O)Cn1nnc(-c2ccc(F)cc2)n1)c1cccc(F)c1)NC1CCCC1	-8%	-1%	-1%	i	-15%	-16%	0.7%	0.4	-5%
50	CN(C)c1ccc(CNc2ncnc3sccc23)cc1	-30%	12%	-5%	i	-8%	4.6µM*	7.3%	-1.2	-3%
51	COc1ccc(N2CCN(C(=O)c3ccc(OCc4c(C)noc4C)c(OC)c3)CC2)cc1	-4%	-6%	23%	i	3%	nt	1.5%	1.5	21%
52	CN1/C(=C\C(=S)NC(=O)c2ccccc2Cl)C(C)(C)c2ccccc21	-14%	6%	0%	i	-22%	?	3.2%	-1.3	-12%
53	Cc1ccc(C(=O)NN(C)c2nc3ccccc3nc2C(F)(F)F)cc1	-20%	5%	?	?	1%	-16%	0.0%	1.0	-14%
54	COc1ccccc1CNc1nccn(-c2ccccc2)c1=O	32%	nt	7%	i	0%	nt	6.9%	nt	-1%
55	Cc1ccccc1CN1CCN(S(=O)(=O)c2ccc(F)cc2)CC1	-9%	10%	1%	i	2%	-1%	-0.4%	1.9	-3%
56	Cc1ccc(NC(=O)Cc2nc(COC(=O)Cc3cccc(C(F)(F)F)c3)cs2)cc1	44%[activator]	4%	5%	i	-3%	22%	3.3%	-0.1	7%
57	COc1cc(CNCc2ccco2)cc(OC)c1O	1%	8%	2%	i	-25%	1%	-0.5%	0.1	-20%
